From PubChem BioAssay
CCR6 antagonist – CCR6 receptor antagonists, primary screen, cell-based, CHO-K1, luminescence, beta-arrestin, uHTS; C-C chemokine receptor type 6 (Homo sapiens), P51684; CHO-K1 CCR6 PathHunter beta-arrestin, CCL20-stimulated; inhibition, % at 20 µM; hit rate 0.49% among 340,000; AID 493098, 2011;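 active = compounds whose inhibition of the agonist-driven luminescence signal at 20 µM reaches about 50%, limit read from the data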;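 note: cells stimulated with CCL20 at 14 nM final; plate controls were DMSO with CCL20 for no effect and DMSO without agonist for full effect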
Target sequence (P51684 whole entry, looked up): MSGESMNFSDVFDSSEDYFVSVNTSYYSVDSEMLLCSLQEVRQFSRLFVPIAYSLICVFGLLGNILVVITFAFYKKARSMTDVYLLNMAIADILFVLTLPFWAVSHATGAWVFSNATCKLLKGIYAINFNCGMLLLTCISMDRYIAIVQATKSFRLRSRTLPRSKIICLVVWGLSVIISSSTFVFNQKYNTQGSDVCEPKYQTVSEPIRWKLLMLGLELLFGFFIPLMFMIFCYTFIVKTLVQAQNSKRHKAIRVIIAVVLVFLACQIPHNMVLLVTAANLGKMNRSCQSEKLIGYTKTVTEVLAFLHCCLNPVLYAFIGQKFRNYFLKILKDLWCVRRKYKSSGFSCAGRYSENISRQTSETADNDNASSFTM
CXCR6 block – CXCR6 receptor inhibitors, primary screen, cell-based, beta-arrestin, luminescence, CHO-K1 PathHunter, 1536-well; C-X-C chemokine receptor type 6 (Homo sapiens), O00574; inhibition, % at 20 µM; hit rate 0.36% among 360,000; AID 602244, 2012; in the data active = inhibition above about 34%, passing the limit was not always enough;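 note: antagonist mode with CXCL16 agonist at 10 nM final; 0% = 10 nM CXCL16 with DMSO and 100% = unstimulated wells without agonist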
MPTP block – mitochondrial permeability transition pore inhibitors, primary screen, biochemical, isolated mouse mitochondria, absorbance | Ca2+ swelling absorbance, 30 min | inhibition, % at 10 µM | hit rate 1.4% among 360,000;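 active = inhibition of 50% or more, scaled per plate between neutral and stimulator controls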;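 note: 0% = DMSO wells given calcium and 100% = 1 mM EGTA wells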
GRIN3A LBD mod – binders of NR3A ligand-binding domain, primary screen, biophysical, differential scanning fluorimetry, uHTS; Tm shift relative to glycine control, % at 25 µM; hit rate 2.5% among 340,000; Glutamate receptor ionotropic, NMDA 3A (GRIN3A) ligand-binding domain; NR3A LBD differential scanning fluorimetry, Tm shift; 0% = protein alone, 100% = glycine-bound protein;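 active = melting temperature shift of at least 10% of the positive control shift, at one fixed dose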
A3A deaminase – APOBEC3A ssDNA deaminase inhibitors, primary screen, selectivity assay for APOBEC3G inhibitor project, biochemical, FAM/TAMRA oligo cleavage fluorescence | DNA dC->dU-editing enzyme APOBEC-3A (Homo sapiens), P31941 | recombinant A3A, FAM/TAMRA ssDNA deamination fluorescence | inhibition, % at 20 µM | hit rate 0.41% among 330,000;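 active = at least 40% inhibition at 20 µM here, with at most 30% in a related deaminase screen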;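 note: plate controls were A3A with DMSO for no effect and wells lacking A3A enzyme for full effect; some results filed as inactive read as strong as hits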
Target sequence (P31941 whole entry, looked up): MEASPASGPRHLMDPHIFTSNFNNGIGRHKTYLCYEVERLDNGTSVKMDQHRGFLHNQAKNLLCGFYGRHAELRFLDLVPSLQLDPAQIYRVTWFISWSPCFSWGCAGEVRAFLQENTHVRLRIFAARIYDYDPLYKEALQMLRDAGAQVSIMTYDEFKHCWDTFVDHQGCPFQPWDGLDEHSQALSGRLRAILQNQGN
Gli-Sufu antag – Gli-Sufu pathway antagonists, primary screen, luciferase luminescence, Sufu-KO-LIGHT cells, uHTS; hit rate 0.74% among 340,000; Sufu-KO-LIGHT fibroblasts, Gli luciferase reporter luminescence; inhibition, % at 5 µM; AID 588413, 2011;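 active = inhibition above about 55%, limit read from the data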;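 note: 0% = DMSO-treated cells and 100% = wells with medium but no cells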
EBI2 antag – EBI2 receptor antagonists, beta-arrestin recruitment, primary screen, cell-based, luminescence, 7a,25-OHC stimulation, uHTS; 7a,25-OHC stimulated; inhibition, % at 5 µM; hit rate 0.81% among 360,000; in the data active = inhibition above about 38%;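 note: enzyme fragment complementation signal reports receptor beta-arrestin coupling in cells; 0% = agonist plus DMSO wells and 100% = wells without agonist; some results beyond the cut were filed as inactive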
Target sequence (P32249 whole entry, looked up, the tested form may be a part): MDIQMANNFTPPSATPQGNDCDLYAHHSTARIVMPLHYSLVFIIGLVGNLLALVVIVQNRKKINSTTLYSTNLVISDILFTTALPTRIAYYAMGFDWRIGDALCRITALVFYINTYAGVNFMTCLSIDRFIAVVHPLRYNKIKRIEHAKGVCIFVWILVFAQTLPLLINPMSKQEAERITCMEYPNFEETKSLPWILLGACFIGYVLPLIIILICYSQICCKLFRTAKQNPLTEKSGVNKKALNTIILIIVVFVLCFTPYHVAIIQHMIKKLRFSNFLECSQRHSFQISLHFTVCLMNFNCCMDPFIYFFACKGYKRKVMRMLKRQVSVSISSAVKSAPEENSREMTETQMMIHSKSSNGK
A3G deaminase – APOBEC3G DNA deaminase inhibitors, primary screen, biochemical, fluorescence, single-stranded DNA substrate, uHTS; recombinant A3G, ssDNA deamination FAM/TAMRA fluorescence; inhibition, % at 20 µM; hit rate 0.28% among 330,000; AID 493012, 2011;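 active = inhibition of at least 40% at 20 µM, with no more than 30% in the related APOBEC3A deaminase screen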;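 note: plate controls were DMSO wells with A3G for no effect and wells lacking A3G enzyme for full effect; some compounds called inactive have numbers as strong as hits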
Active calls of the source: *; / = no result given. Compounds as they come, and some 5.8% of all compounds hit somewhere here.

nr	canonical_smiles	CCR6 antagonist	CXCR6 block	MPTP block	GRIN3A LBD mod	A3A deaminase	Gli-Sufu antag	EBI2 antag	A3G deaminase
1	O=C(OCn1nnc2ccccc2c1=O)c1cccnc1	-0.1	15.9	-1.3	-2.2	-1.5	7.9	3.0	-1.9
2	O=C(Nc1ccccc1O)c1ccc(NC(=O)C2CC2)cc1	-1.7	1.6	0.8	23.1*	-0.9	-39.6	8.7	-5.9
3	O=C(Nc1ccc(Cl)c(S(=O)(=O)N2CCCC2)c1)c1cc(=O)[nH]c2ccccc12	4.9	-12.9	-0.7	-2.5	-0.9	0.5	-2.4	-3.7
4	COc1ccc(C)cc1NC(=O)C1CCC(CNc2c(N3CCOCC3)c(=O)c2=O)CC1 (stereo not given)	-2.3	1.8	-1.1	-2.5	1.8	2.8	0.0	-7.4
5	Cc1cc(-c2ccc3ccccc3c2)n2ncnc2n1	4.5	4.1	1.2	-0.6	-2.6	-2.5	-3.3	-3.0
6	CCOc1cc(/C=C2/SC(=S)N(CC(=O)O)C2=O)ccc1OC(=O)c1cccs1	9.3	5.7	4.4	6.0	2.3	6.4	1.0	-4.9
7	CCOC(=O)c1c(C)[nH]c(C)c1S(=O)(=O)N1CCN(c2cccc(C)c2)C(C)C1 (stereo not given)	16.6	-3.3	0.1	0.2	-3.0	5.2	-5.3	-4.2
8	CCOc1ccccc1-n1c(SCC(=O)NC(C)CC)nnc1-c1ccoc1C (stereo not given)	10.8	1.2	-1.4	0.1	-0.7	0.8	2.4	-3.5
9	CCOC(=O)c1cccc(NC(=O)CC2Oc3ccccc3NC2=O)c1 (stereo not given)	-8.2	2.5	0.3	-5.1	-4.5	-6.1	-11.8	-8.3
10	Cc1cc2cc3c(cc2nc1SCC(=O)OC(C)C)OCO3	17.3	2.9	0.4	3.6	-5.4	4.8	1.2	-4.9
11	CC(Sc1ncc(C#N)c(N)n1)C(=O)Nc1ccccc1 (stereo not given)	1.2	-6.3	-1.1	3.0	-0.7	6.4	-10.4	1.0
12	CN(C)C1(CNC(=O)C2CCN(S(=O)(=O)c3c(Cl)cccc3Cl)CC2)CCCCC1	13.2	4.5	-1.1	0.9	-5.0	19.4	-1.6	-11.6
13	Cc1cccc(NC2=C/C(=N/S(=O)(=O)c3cccs3)c3ccccc3C2=O)c1	52.8*	26.7	6.8	-2.9	/	34.1	16.6	/
14	COC(=O)CN1C(=S)N(C)C(=O)C1CC(=O)Nc1ccccc1 (stereo not given)	-2.9	-12.5	-0.3	-9.9	2.2	3.9	0.2	-1.9
15	CCOC(=O)CNC(=O)N1CCCC(CCC(=O)NCc2ccc(F)c(F)c2)C1 (stereo not given)	4.1	-2.8	0.0	1.4	-0.8	-3.5	-1.0	-5.4
16	CC(=O)Nc1ccc(S(=O)(=O)N2CCN(S(=O)(=O)c3ccc(NC(C)=O)cc3)CC2)cc1	-2.3	6.2	-1.2	-1.0	-3.0	-23.2	-6.5	-8.2
17	COc1ccc(N(CC(O)CN2CCOCC2)S(=O)(=O)c2ccc(C)cc2)cc1 (stereo not given)	10.5	6.5	-1.5	-0.9	0.4	19.0	-6.8	-9.4
18	CSc1ncc(C(C)=O)c(C)n1	11.8	-2.4	-0.8	2.6	-1.4	-2.1	2.5	-6.4
19	CC(C)c1ccc(Oc2cccc(C(=O)/C(C#N)=C/N(C)C)c2)cc1	11.3	-5.2	2.1	-36.5	-3.9	1.5	3.2	-3.2
20	Cc1cccc(NC(=O)CN2CCN(C(=O)CNC(=O)Cc3cccc4ccccc34)CC2)c1C	7.8	0.9	-2.0	0.2	-0.6	5.4	-3.9	-1.2
21	CC(C)CC1CC(=O)OC1(C)C(=O)CSc1nc2ccccc2s1 (stereo not given)	17.9	0.2	2.3	-4.3	-1.3	6.1	14.4	-5.6
22	COc1ccc(OCC(=O)N2CCc3c([nH]c4ccccc34)C2c2ccccn2)cc1 (stereo not given)	8.5	5.4	1.5	0.3	-2.5	12.4	0.1	-6.3
23	COc1ccc(OC)c(/C=N/n2c(COc3ccccc3)n[nH]c2=S)c1	13.0	11.4	-0.4	0.0	-2.1	-1.5	-4.1	1.1
24	COc1c(S(=O)(=O)NCCN2CCOCC2)ccc(Cl)c1Cl	-7.5	3.3	-1.0	0.1	0.4	1.2	4.2	-2.0
25	COC(=O)C(Cc1ccccc1)NC(=O)c1ccc(C)cc1 (stereo not given)	-3.8	-3.9	0.0	1.5	0.4	-9.1	-4.8	-10.2
26	COc1ccc(CC(=O)NNC(=O)c2ccccn2)cc1	-5.4	-9.0	-0.9	-1.2	45.7*	-10.1	-6.1	2.4
27	Cc1ccc(-n2nnnc2/C=C\Nc2cc(C)on2)cc1	-6.5	7.2	-0.2	-0.2	-1.7	-8.7	2.2	-3.7
28	COc1ccccc1N1CCN(S(=O)(=O)c2ccc(-n3cnnn3)cc2)CC1	2.8	-14.0	-1.6	0.2	3.1	-0.9	10.7	28.3
29	Cc1ccc(NC(=O)c2ccccc2N(C)S(C)(=O)=O)cc1C	-13.1	-2.9	1.5	-1.3	-9.3	12.1	-2.1	-2.3
30	CN(C)S(=O)(=O)c1cccc(NC(=O)COC(=O)/C=C/c2ccc([N+](=O)[O-])cc2)c1	2.2	-9.5	-4.6	-1.8	-2.9	0.8	1.4	-16.8
31	N#Cc1cccc(-c2nnc(SCc3ccccc3C#N)o2)c1	13.8	-3.6	1.4	0.3	4.0	-30.3	-10.6	-0.6
32	CCN(CC)CCNC(=O)CCc1c(C)nc2c(c(C)nn2-c2ccc(C)c(C)c2)c1C	30.9	-5.6	3.0	-0.3	-2.7	24.8	12.7	-6.4
33	C(=N\N1CCN(c2ccccn2)CC1)/C1=C(N2CCOCC2)C(=C/c2ccccc2)/CC1	7.5	-6.3	-0.8	-4.5	1.2	-2.1	8.9	-7.2
34	CN(Cc1nc2ccc(F)cc2[nH]1)Cc1nc(CC2CC2)no1	11.8	-1.2	1.5	4.3	0.2	-5.5	-2.3	-0.7
35	O=C(Nc1nc(-c2ccccn2)cs1)c1ccc(Cl)s1	16.2	16.9	-0.2	19.2*	-3.1	75.8*	42.8	-8.3
36	COc1ccc(N=C(NN)c2ccc3ccccc3n2)cc1	10.2	-11.2	1.4	0.2	3.0	48.5	0.1	3.9
37	Cc1noc(C)c1COc1ccc(C(=O)Nc2ncccc2O)cc1	-9.4	-5.1	-2.0	-0.9	-4.2	-0.9	-4.8	-4.1
38	O=C(NNc1cccc(Cl)n1)c1ccccc1CC[N+](=O)[O-]	8.4	5.0	-0.2	-1.3	0.4	0.4	8.5	3.0
39	Nc1nc2ccccc2n1CCOc1ccc(Cl)cc1	-4.8	-6.5	1.8	1.6	-2.9	-9.8	9.7	-5.2
40	Cn1nc(C(C)(C)C)cc1C(=O)NCc1ccc(N2CCCC2=O)cc1	-11.4	-3.8	95.3*	-0.2	1.1	80.5*	-13.0	-1.2

Quoted at random: 4 records from the list.
nr	canonical_smiles	CCR6 antagonist	CXCR6 block	MPTP block	GRIN3A LBD mod	A3A deaminase	Gli-Sufu antag	EBI2 antag	A3G deaminase
40	Cn1nc(C(C)(C)C)cc1C(=O)NCc1ccc(N2CCCC2=O)cc1	-11.4	-3.8	95.3*	-0.2	1.1	80.5*	-13.0	-1.2
15	CCOC(=O)CNC(=O)N1CCCC(CCC(=O)NCc2ccc(F)c(F)c2)C1 (stereo not given)	4.1	-2.8	0.0	1.4	-0.8	-3.5	-1.0	-5.4
26	COc1ccc(CC(=O)NNC(=O)c2ccccn2)cc1	-5.4	-9.0	-0.9	-1.2	45.7*	-10.1	-6.1	2.4
37	Cc1noc(C)c1COc1ccc(C(=O)Nc2ncccc2O)cc1	-9.4	-5.1	-2.0	-0.9	-4.2	-0.9	-4.8	-4.1

Remaining list, next part
nr	canonical_smiles	CCR6 antagonist	CXCR6 block	MPTP block	GRIN3A LBD mod	A3A deaminase	Gli-Sufu antag	EBI2 antag	A3G deaminase
41	CC(=O)C1=C(O)C(=O)N(CCc2c[nH]c3ccccc23)C1c1cccc(O)c1 (stereo not given)	0.7	-7.7	-0.2	-0.9	-3.1	5.5	-0.7	-0.9
42	Brc1cccc(-c2nc(-c3ccncc3)no2)c1	12.2	-3.3	0.9	1.5	-1.6	-66.6	-10.9	-5.5
43	CCCN(CC(=O)Nc1ccccc1C)C(=O)/C=C/c1cccs1	-10.7	-9.3	-1.2	-1.6	-1.5	2.6	-1.5	-6.3
44	CCOC(=O)C1(CC2CC2)CCN(Cc2cnc(-c3ccc(OC)cc3)nc2)CC1	9.5	5.2	0.2	-0.9	-1.0	36.3	9.5	-9.2
45	COc1ccccc1NC(=O)Nc1cccc(C)n1	7.8	-4.7	-0.3	-1.3	-0.6	-16.6	3.2	-5.5
46	CCCCNC(=O)COC(=O)c1ccc(C)c(NC(=O)c2ccco2)c1	13.4	-0.8	-0.2	-0.7	0.2	0.8	4.5	-3.6
47	COC(=O)C1CC2=C(CCC2=O)N(c2ccccc2)C1=O (stereo not given)	1.2	0.0	0.0	-0.5	/	-2.8	-8.0	/
48	COc1cc(/C=C2/C(=O)NN(c3cccc(C)c3)C2=O)ccc1OC(=O)c1ccco1	34.0	28.7	4.9	-8.4	5.2	-3.2	3.3	-1.7
49	N#C/C(=C\c1ccccc1)c1nc2ncccc2[nH]1	-4.4	7.9	-1.8	2.2	-3.4	-3.5	-22.5	-5.6
50	CC1=C(C(=O)OCCCCCl)C(c2cc3c(cc2Br)OCO3)NC(=O)N1 (stereo not given)	1.8	-1.3	0.3	-1.2	-6.6	-7.4	-3.5	-7.0
51	O=S1(=O)c2cccc3cccc(c23)N1Cc1nnc(-c2ccccc2Br)o1	-1.0	-1.0	76.2*	-2.1	6.0	26.2	1.7	4.8
52	O=C(NCC1CCCO1)C(c1cccnc1)N(C(=O)Cc1cccs1)c1ccccc1 (stereo not given)	-3.1	-4.1	0.3	1.3	3.5	4.8	-3.3	4.8
53	CCOc1ccccc1N1C(=O)c2cccnc2C1=O	-7.7	-5.7	0.5	-1.0	-3.3	-2.4	-2.4	-11.3
54	CCN1C(=NCc2ccc(OC)cc2)N[C@@H](CCc2ccccc2)[C@H](C(=O)NCc2ccc(OC)cc2)[C@H]1C	10.6	/	/	-0.5	49.6*	15.9	/	4.2
55	Cc1cccc(C(CC(=O)NCc2ccco2)c2ccccc2)c1O (stereo not given)	5.3	5.5	0.7	-0.7	-1.4	-1.9	6.1	-9.4
56	CCN1C[C@@H]2[C@@H]3C(=O)N(C)C(=O)[C@@H]3[C@](Cc3ccccc3)(C1=O)N2C(=O)c1ccc(F)cc1	1.8	0.1	-0.7	2.4	/	-6.5	-7.6	/
57	Cc1ccccc1OCC(=O)Nc1ccc2c(c1)n(C)c(=O)n2C	16.6	-1.6	2.6	-0.4	-0.5	-22.0	7.0	-5.6
58	CNC(=S)NNC(=O)c1cccn(Cc2cccc(Cl)c2)c1=O	8.1	-15.5	0.9	3.7	0.0	-0.4	-8.0	-4.4
59	CC(C)Cn1c(N)c(C(=O)COC(=O)CC23CC4CC(CC(C4)C2)C3)c(=O)n(C)c1=O	5.7	-6.8	80.7*	1.7	-1.7	0.1	23.9	-4.7
60	CCC1Oc2ccc(C)cc2N(CC(=O)NCCN2CCCCCC2)C1=O (stereo not given)	4.1	1.1	-0.6	-1.1	-2.5	6.5	-6.1	-3.0
